From PubChem
TNAP act DEA = activates human TNAP at intermediate phosphate acceptor concentration; P05186; purified TNAP, CDP-star luminescence, 100 mM DEA, 30 min; stronger effect = higher value; scale: 0 levamisole-inhibited, 1 vehicle-only enzyme; activation factor at 20 µM; 64,000 tested, under 10 active; AID 813;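 active means activation factor of at least 2 at 20 µM, relative to controls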
Target sequence (P05186 whole entry, looked up): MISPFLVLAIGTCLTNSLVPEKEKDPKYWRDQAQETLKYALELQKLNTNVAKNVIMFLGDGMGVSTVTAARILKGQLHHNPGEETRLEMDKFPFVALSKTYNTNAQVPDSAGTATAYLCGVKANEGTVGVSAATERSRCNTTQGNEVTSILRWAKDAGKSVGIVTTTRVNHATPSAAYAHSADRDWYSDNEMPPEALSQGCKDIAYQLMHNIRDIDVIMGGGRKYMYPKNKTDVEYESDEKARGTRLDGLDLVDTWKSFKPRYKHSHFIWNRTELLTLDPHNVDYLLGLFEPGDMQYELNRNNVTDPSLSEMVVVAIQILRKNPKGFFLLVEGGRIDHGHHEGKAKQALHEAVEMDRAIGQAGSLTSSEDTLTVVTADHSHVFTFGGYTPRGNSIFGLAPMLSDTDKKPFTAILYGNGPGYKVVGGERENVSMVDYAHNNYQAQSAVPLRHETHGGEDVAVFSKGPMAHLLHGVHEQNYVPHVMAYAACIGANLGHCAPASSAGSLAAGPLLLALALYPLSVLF
E coli RNAP = inhibitors of Escherichia coli RNA polymerase; P0A8V2; E. coli RNA polymerase, fluorescence transcription assay; inhibition, %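 (tested at 10 µM)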; 62,000 compounds, 0.2% hits; in the data active means inhibition above about 20%;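 further: 0% = enzyme without compound and 100% = no enzyme blank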
M1 antag = blocks the rat M1 muscarinic receptor response to acetylcholine; 64,000 compounds, 3.4% hits; AID 628; CHO-M1 cells, Fluo-4 calcium, ACh EC80 antagonist mode; stronger effect = lower value; P08482; B-score at 10 µM;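 active means calcium fluorescence response, raw or row-and-column corrected B-score, differing from the plate sample mean either way at a set confidence level, mostly lower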
Target sequence (P08482 whole entry, looked up): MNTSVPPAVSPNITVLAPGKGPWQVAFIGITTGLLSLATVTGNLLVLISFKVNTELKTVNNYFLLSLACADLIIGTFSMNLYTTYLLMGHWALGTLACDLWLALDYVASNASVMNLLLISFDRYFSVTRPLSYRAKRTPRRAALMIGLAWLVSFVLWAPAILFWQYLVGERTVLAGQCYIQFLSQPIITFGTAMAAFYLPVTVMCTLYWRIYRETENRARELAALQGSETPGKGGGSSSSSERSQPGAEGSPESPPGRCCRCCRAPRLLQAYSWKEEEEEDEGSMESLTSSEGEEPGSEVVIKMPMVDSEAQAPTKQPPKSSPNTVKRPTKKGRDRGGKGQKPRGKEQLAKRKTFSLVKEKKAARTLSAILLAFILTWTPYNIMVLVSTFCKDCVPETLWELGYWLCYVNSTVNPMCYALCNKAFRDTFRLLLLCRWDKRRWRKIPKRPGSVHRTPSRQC
D1 mod = allosterically modulates the human D1 dopamine receptor; P21728; HEK293 D1, CRE-luciferase, dopamine EC30 potentiation; actives deviate in either direction; B-score at 10 µM; 58,000 compounds, 5.9% hits; AID 641;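 active means luminescence count or its row- and column-corrected plate score outside the 99.7% band of the plate's sample wells, on either side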
S1P3 ag = agonists of human S1P3 receptor | activation, % at 4.5 µM | S1P3 NFAT-BLA reporter cells, agonism, FRET ratio; relative to 1 µM S1P, basal subtracted | 60,000 compounds, 0.1% hits;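 active means activation above the screen-wide mean plus 3 SD, cut at about 4.5% in these data, passing the limit was not always enough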; further: some compounds called inactive have numbers as strong as hits
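Measure – % activation relative to 1 µM S1P (100%), per plate · System – stable CHO line with human S1P3, Gα16, NFAT-BLA reporter · Timing – cells plated overnight, compound 4 h 37 °C, substrate 2 h RT · Technique – fluorescent BLA substrate, ex 405 nm, em 460/535 nm ratio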
S1P1 ag-PAM = S1P1 (human) agonism or agonism potentiation. AID 449. activation, % at 9.5 µM. S1P1 CRE-bla cells, forskolin, beta-lactamase FRET, potentiator mode; S1P1 agonist co-added at EC20, 2 nM; 100% = saturating reference agonist, 0% = basal. 56,000 compounds, 0.57% hits;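 active means activation above a cutoff set at the mean activation of all tested compounds plus 3 SD, cut at about 54% in these data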;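 further: forskolin at 4 µM as EC80 and the EC20 agonist is SEW2871; 100% = SEW2871 at its EC100 plus forskolin at EC80; some compounds past the cut are filed as inactive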
HEK293 NFkB inh = lowers PMA/ionomycin-induced NF-kB signal in HEK293 cells; HEK-293 NF-kB luciferase reporter, luminescence; inhibition, % at 3 µM; 62,000 compounds, 0.21% hits;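 active means inhibition above the mean of all tested compounds plus 3 SD, cut at about 40% in these data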;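 further: 0% = stimulated DMSO wells and 100% = 10 µM reference inhibitor 5653914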
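Signal: luciferase luminescence; Material: HEK-293 cells with stable firefly luciferase reporter driven by four HIV NF-kB elements; Probe or stimulus: PMA with ionomycin; Replication: tested once; Times: 1 h compound pretreatment, then 16 h stimulation at 37 °C, 5% CO2; Benchmarks: DMSO and 10 µM reference inhibitor; Evaluation: per-plate % inhibition versus controls.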
Jurkat viability = cytotoxicity toward Jurkat cells; inhibition, % at 4 µM; 56,000 compounds, 1.2% hits; AID 463; Jurkat E6.1 viability, ATP luminescence, 48 h;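 active means inhibition above the mean inhibition of all tested compounds plus 3 SD, cut at about 28% in these data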
M1 ag = M1 muscarinic receptor agonism; 64,000 compounds, 3% hits; CHO-M1 cells, Fluo-4 calcium fluorescence, agonist mode; stronger effect = higher value; AID 626; B-score at 10 µM;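 active means fluorescence rise, raw or as B-score row- and column-corrected plate score, outside the 99.7% band of its plate's samples, either direction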
* = called active by the depositor; · = not tested or not shown.

SMILES	TNAP act DEA	E coli RNAP	M1 antag	D1 mod	S1P3 ag	S1P1 ag-PAM	HEK293 NFkB inh	Jurkat viability	M1 ag
Cc1cc(NC(=O)c2ccc3c(c2)C(=O)N(Cc2cccnc2)C3=O)no1	0.9	-11	1.3	-0.053	-1.1	·	9	3	0.091
COn1c(SCC(N)=O)nc2ccccc2c1=O	1	1	-0.0018	-0.11	0.4	-8	16	-8	0.36
Cc1ccc(CSC2=NCCN2C(=O)C2CC2)cc1	1	4	0.21	-0.04	1.1	0	11	-2	1.3
COc1ccc(OC(C)C(=O)N2CCc3ccccc3C2)cc1 (configuration not stated)	1	-3	-0.46	0.029	-0.4	·	-1	-5	0.28
O=c1[nH]c(=O)n(CCOc2ccc(Cl)cc2)cc1Br	1	6	-0.064	0.72	0.2	2	23	-3	-1.2
Cc1csc(NC(=O)C(NS(=O)(=O)c2ccc(Br)s2)c2ccccc2)n1 (configuration not stated)	0.9	6	1.5	·	·	·	8	·	-0.69
CCOC(=O)C1CCN(C(=O)c2ccc(SC)cc2OC)CC1	1.1	4	0.24	-0.26	0.3	-3	15	0	-0.65
O=C(CN(C(=O)c1ccco1)c1cccc(F)c1)NCc1ccc(F)cc1	0.9	6	0.089	-0.0051	-1.9	-10	17	-3	0.12
Cc1ccc2c(COC(=O)C3=COCCO3)cc(=O)oc2c1	1.1	2	0.02	-4.8*	-0.5	24	-30	2	-1.4
Nc1nc(-c2ccc(Br)cc2)cs1	0.9	9	-0.094	·	0.7	11	18	1	0.99
COc1cccc(C(=O)OCn2nnc3ccccc3c2=O)c1OC	0.9	4	-0.4	5.2*	-1.1	-17	25	12	-0.4
COc1ccc(S(=O)(=O)Nc2ccccn2)c(C)c1C	1	5	0.68	-2.3	0.5	10	1	-2	-0.33
Cc1ccc2oc(=O)c3cnn(CC(=O)NC4CCN(Cc5ccccc5)CC4)c3c2c1	0.9	6	-1.1	-0.63	0.1	2	7	-8	-0.27
Cc1c(NC(=O)C2CC(c3c(F)cccc3Cl)=NO2)c(=O)n(-c2ccccc2)n1C (configuration not stated)	1	-2	0.52	-0.29	0.1	·	1	5	-1.2
COc1ccc(N2CC(O)=C(c3nc4ccccc4s3)C2=N)c(OC)c1	1	2	0.22	·	0.6	-8	15	2	0.17
CCCC(c1nnnn1Cc1cccs1)N1CCN(c2nc3ccccc3s2)CC1 (configuration not stated)	1	3	-0.011	-0.37	-1.6	8	18	4	-1.6
Cc1occc1-c1nc(-c2ccccn2)no1	1	3	0.41	-2.5	-0.6	·	0	11	-0.17
O=C(CSc1ncnc2ccccc12)Nc1ccc2c(c1)OCO2	1	14	-0.5	1	-0.8	32	5	11	-1.6
CCOC(=O)c1csc(NC(=O)CSc2nnnn2CC)n1	0.9	14	-0.21	-0.017	-0.3	-6	8	-9	0.16
COc1ccc(OC)c(NC(=O)C2CC(=O)n3ncnc3N2)c1 (configuration not stated)	1	8	-0.47	0.073	-0.3	8	8	-2	-0.25
CNC(=O)C1CCC(=O)N1Cc1ccc(C)cc1 (configuration not stated)	0.9	2	-0.026	0.11	-0.5	1	14	3	0.61
Clc1ccccc1Nc1c2c(nc3ncnn13)CCC2	1	3	-1.1	2	-0.1	-25	20	8	0.28
O=C(NCCc1ccccn1)C1CCCN(S(=O)(=O)Cc2ccccc2)C1 (configuration not stated)	0.9	3	0.36	-0.51	·	·	8	·	-0.00011
O=C(Nc1ccc(Cl)cn1)c1cnn2cccnc12	0.8	·	0.0086	-0.56	0.8	-3	-11	-5	0.66
Cc1cccc2c1CC(C)(C)N=C2C1=C(O)CCCC1=O	0.9	0	-0.0036	-0.28	-1.3	-1	4	-6	1.4

The list continues:
SMILES	TNAP act DEA	E coli RNAP	M1 antag	D1 mod	S1P3 ag	S1P1 ag-PAM	HEK293 NFkB inh	Jurkat viability	M1 ag
Cc1cc(=O)oc2cc(OCC(=O)N3CCCc4ccccc43)ccc12	1	-1	-0.25	0.85	-0.6	-3	17	9	0.13
CCCCS(=O)(=O)c1sc2nc(C)cc(C)c2c1N	0.9	3	-0.26	1.1	-1.1	3	-11	-2	-0.78
CC1(C)Cc2c(c(-c3ccco3)[nH]c(=O)c2C#N)CS1	0.9	5	0.031	·	-3.6	-8	·	·	24*
COc1cccc(OC)c1OCCNCCO	0.9	-2	-0.3	-0.019	-0.9	-10	23	2	0.25
CCOc1ccc(N(CC(=O)N2CCc3ccccc32)S(=O)(=O)c2c(C)noc2C)cc1	1	-2	-0.049	1.2	-1.0	-19	18	10	0.036
CN(CC(=O)N1CCc2ccccc21)S(=O)(=O)c1ccc(Br)s1	1	5	0	-0.32	·	·	13	·	-0.89
CCOC(=O)Cc1nnc(NC(=O)C(CC)Sc2nc(C)cc(=O)[nH]2)s1 (configuration not stated)	0.9	1	0.25	-0.45	0.3	6	16	6	-0.23
CC(=O)c1c(C)cc(C)c(CSc2nc(C)cc(=O)[nH]2)c1C	0.9	7	0.0052	·	-0.1	-12	8	5	-0.2
Cc1ccc2cc(CN(Cc3ccco3)C(=O)NCc3ccccc3)c(=O)[nH]c2c1C	0.9	5	-0.04	-0.0033	0.1	-12	21	2	-0.025
Cc1cc(N2CCN(C(=O)c3ccco3)CC2)n2nc(C)c(-c3ccc(Cl)cc3)c2n1	0.9	4	0.15	0.45	-0.7	8	24	-1	-0.054
COc1ccc(-c2csc(Cc3nnc4n3CCCCC4)n2)cc1OC	1	3	0.039	20*	-0.3	-21	14	-1	-0.43
CCCCn1c(C(C)NC(=O)CCC)nc2ccccc21 (configuration not stated)	1	12	-4.1*	0.6	-1.0	-17	6	0	0.63
Cc1noc(C)c1CN1C(=O)NC2(CCc3ccccc3C2)C1=O (configuration not stated)	0.9	0	-0.81	-0.41	0.1	-23	14	6	-0.61
O=C(NC(C(=O)N1CCCC1C(=O)O)=C1CCCCC1)c1ccccc1 (configuration not stated)	1	-2	0.36	0.82	-0.4	-3	16	-7	-0.14
CCOC(=O)N1CCN(CC(O)COC2CC(C)CC(C)(C)C2)CC1 (configuration not stated)	0.9	5	-1.3	1.3	0.1	-5	5	0	-1.2
CC1(C)Cc2c(c(N3CCOCC3)nc3sc4c(NCc5ccco5)nnnc4c23)CS1	1	-3	0.43	·	-2.1	-28	·	·	2.9
CC(OC(=O)CN(C)S(=O)(=O)c1ccc(Cl)cc1)C(=O)Nc1ccc(N2CCOCC2)cc1 (configuration not stated)	0.9	0	0.062	·	0.7	-43	17	3	0.018
COc1ccc(NC(=O)CSC2=NC(=O)CC(C)=N2)cc1	1	5	-0.7	·	-0.5	-9	-29	-7	-0.48
COc1ccc(C(=O)N(Cc2nc(-c3ccc(C)cc3)no2)C2CCCCC2)cc1OC	0.9	4	·	0.096	-0.7	1	25	-2	·
CCN(c1ccccc1)S(=O)(=O)c1ccc(Oc2ccc(-n3ccnc3)cc2)nc1	1	-4	-1.7	-0.097	-0.7	21	98*	13	-0.95
Cn1c(=O)c2c(nc(N3CCc4ccccc4C3)n2Cc2ccccc2F)n(C)c1=O	1	1	-0.74	-1.8	·	·	18	·	2.4
CCN(CC)CCNC(=O)CS(=O)Cc1nc(-c2ccc(C)cc2)oc1C (configuration not stated)	1	1	0.38	-0.24	-0.4	14	19	9	0.27
CCOC(=O)C1CCN(C(=O)C2CCN(c3nc4ccc(OC)cc4s3)CC2)CC1	1	5	-0.53	·	·	·	-2	·	-1.7
COc1ccc(C(=O)NCc2cn3ccccc3n2)cc1	0.9	13	1.8	-0.091	-0.5	-35	3	4	-0.79
COc1ccc(-c2cc(C(F)(F)F)n3nc(C(=O)NCc4ccco4)cc3n2)cc1	1	-4	-0.083	0.055	-1.6	-38	17	-2	-0.82

Five entries out of the list above, arranged by the number in S1P3 ag, largest number first:
canonical_smiles	S1P3 ag
CC(=O)c1c(C)cc(C)c(CSc2nc(C)cc(=O)[nH]2)c1C	-0.1
CCOC(=O)c1csc(NC(=O)CSc2nnnn2CC)n1	-0.3
COc1ccc(OC(C)C(=O)N2CCc3ccccc3C2)cc1 (configuration not stated)	-0.4
CCN(c1ccccc1)S(=O)(=O)c1ccc(Oc2ccc(-n3ccnc3)cc2)nc1	-0.7
O=C(CN(C(=O)c1ccco1)c1cccc(F)c1)NCc1ccc(F)cc1	-1.9

The results go on:
SMILES	TNAP act DEA	E coli RNAP	M1 antag	D1 mod	S1P3 ag	S1P1 ag-PAM	HEK293 NFkB inh	Jurkat viability	M1 ag
COCCNC(=O)CCSCc1ccccc1F	0.9	6	-0.11	-0.21	-0.6	-3	14	11	-0.39
CCN(CC)C(=O)C1CCC(CNS(=O)(=O)c2cccc3cccnc23)CC1 (configuration not stated)	0.9	9	0.36	1.2	-0.8	2	3	6	0.07
C=CCn1c(N)cc(=O)nc1SCC(=O)NC(C)c1ccccc1 (configuration not stated)	0.9	2	-0.39	-0.98	-1.0	·	9	-5	-0.15
CCCCOC(=O)C(C#N)c1nc2ccccc2nc1N1CCOCC1 (configuration not stated)	0.9	-8	-0.16	0.027	-0.8	-21	9	4	3.6
O=c1c(-c2ccc3c(c2)OCCO3)coc2cc(O)cc(O)c12	1	8	-0.61	-0.77	-1.4	45	-52	0	0.67
COc1cccc(C(CC(=O)NCC2CCCO2)NS(=O)(=O)c2ccc(C)cc2)c1OC (configuration not stated)	1	4	-0.45	-0.4	0.0	-8	16	-1	0.57
C/C(Cl)=C\CNC(C)c1ccccc1 (configuration not stated)	1	2	-0.031	0.47	0.0	0	14	1	-0.12
O=C(NCc1cccnc1)c1cccc(Cl)c1	0.8	6	0.1	-0.05	0.6	16	6	-1	0.82
N#Cc1nc(-c2ccco2)oc1NCCc1ccccc1	0.8	7	-0.9	5.5*	0.3	-17	19	6	-0.049
Cc1cc(C)n(/N=C/c2c[nH]c3ccccc23)c(=O)c1	1	7	0.049	0.14	-1.7	-6	2	2	1.5
COc1ccc(NCc2nnc(SCC(=O)Nc3cc(C)cc(C)c3)o2)cc1	0.7	9	1.1	-0.0057	1.3	-2	4	10	-0.73
COc1cc2c(cc1OC)-c1cc(NC3CC3)nc(=O)n1CC2	0.9	4	-0.0096	5.7*	-0.9	-28	11	-6	-1
CCOC(=O)c1ccccc1N1C(=O)CSC1=S	1	2	1.1	0.37	·	·	·	·	0.11
COc1ccccc1NC(=O)C1CCN(c2ncccn2)CC1	1	10	-0.46	2.2	-0.5	5	9	4	-0.38
CCn1nc(C(=O)OCC(=O)N2c3ccccc3CC2C)c2ccccc2c1=O (configuration not stated)	0.9	5	-0.012	4.4*	0.3	-54	11	-4	2.3
CN(C)c1ccc(C(=S)NCc2ccco2)cc1	1	4	0.65	-2.2	-0.2	·	-18	1	-0.64
Cc1ccc(C(=O)Nc2cccc(C(=O)NCc3ccco3)c2)cc1	0.9	3	-0.37	·	-1.6	33	13	2	0.73
Nc1nc2sc3c(c2c(=O)s1)CCCC3	0.8	0	0.24	14*	-0.5	-36	3	-4	1.2
CC(C)N1CCC2(CC1)N=C(c1ccc3c(c1)OCO3)CC(c1cc(Cl)ccc1O)N2 (configuration not stated)	0.9	0	·	·	-0.8	4	13	25	·

Compound profiles, as listed above. Screens in order: TNAP act DEA	E coli RNAP	M1 antag	D1 mod	S1P3 ag	S1P1 ag-PAM	HEK293 NFkB inh	Jurkat viability	M1 ag
Results for `C=CCn1c(N)cc(=O)nc1SCC(=O)NC(C)c1ccccc1` (configuration not stated) = 0.9	2	-0.39	-0.98	-1.0	·	9	-5	-0.15
Results for `O=C(NCc1cccnc1)c1cccc(Cl)c1` = 0.8	6	0.1	-0.05	0.6	16	6	-1	0.82
